hgDAF-12 ag = activates the H. glycines DAF-12 receptor ligand-binding domain | actives 1.8% (n = 370,000) | HEK293 GAL4-hgDAF12 UAS-luciferase reporter, agonist luminescence; normalized to butyrate control | activation, % at 6.8 µM;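 active = activation above a cutoff set at the mean of all screened compounds plus 3 SD, cut at about 10% in these data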;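 note: 0% = DMSO wells and 100% = sodium butyrate wells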
DAX1 inh-1 = inhibits human nuclear receptor DAX1 | inhibition, % at 6.75 µM | P51843 | actives 0.99% (n = 340,000) | HEK293 Gal4-DAX1 luciferase reporter, luminescence | AID 504766;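 active = inhibition above the mean over all tested compounds plus 3 SD, cut at about 4.2% in these data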;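 note: 0% = DAX1-transfected cells with DMSO and 100% = empty-vector control cells with DMSO; inhibition shows as a rise in luminescence from relieved DAX1 repression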
Target sequence (P51843 207-470 limits assumed): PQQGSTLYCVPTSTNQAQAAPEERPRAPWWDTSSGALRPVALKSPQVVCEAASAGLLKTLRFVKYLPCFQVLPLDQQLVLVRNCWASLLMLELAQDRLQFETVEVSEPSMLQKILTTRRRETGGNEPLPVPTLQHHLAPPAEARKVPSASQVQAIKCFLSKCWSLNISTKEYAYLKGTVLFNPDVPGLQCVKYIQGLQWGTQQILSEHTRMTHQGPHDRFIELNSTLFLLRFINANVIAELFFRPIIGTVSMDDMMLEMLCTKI
PLC-gamma1 inh = blocks human PLC-gamma1 enzyme activity; P19174; purified PLC-gamma1, fluorogenic substrate, fluorescence; inhibition, % at 12.2 µM; actives 0.84% (n = 370,000); AID 720700; in the data active = inhibition above about 9.5%
ADAM17 inh = ADAM17 inhibition, QFRET primary screen | recombinant ADAM17, EDANS/DABCYL FRET peptide cleavage | P78536 | AID 720648 | inhibition, % at 6.95 µM | actives 0.83% (n = 370,000);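 active = inhibition above the mean of compounds lying between control limits plus 3 SD, set per campaign, cut at about 8.5% in these data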;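 note: 0% = DMSO-only wells as the low control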
Target sequence (P78536 215-824 limits assumed): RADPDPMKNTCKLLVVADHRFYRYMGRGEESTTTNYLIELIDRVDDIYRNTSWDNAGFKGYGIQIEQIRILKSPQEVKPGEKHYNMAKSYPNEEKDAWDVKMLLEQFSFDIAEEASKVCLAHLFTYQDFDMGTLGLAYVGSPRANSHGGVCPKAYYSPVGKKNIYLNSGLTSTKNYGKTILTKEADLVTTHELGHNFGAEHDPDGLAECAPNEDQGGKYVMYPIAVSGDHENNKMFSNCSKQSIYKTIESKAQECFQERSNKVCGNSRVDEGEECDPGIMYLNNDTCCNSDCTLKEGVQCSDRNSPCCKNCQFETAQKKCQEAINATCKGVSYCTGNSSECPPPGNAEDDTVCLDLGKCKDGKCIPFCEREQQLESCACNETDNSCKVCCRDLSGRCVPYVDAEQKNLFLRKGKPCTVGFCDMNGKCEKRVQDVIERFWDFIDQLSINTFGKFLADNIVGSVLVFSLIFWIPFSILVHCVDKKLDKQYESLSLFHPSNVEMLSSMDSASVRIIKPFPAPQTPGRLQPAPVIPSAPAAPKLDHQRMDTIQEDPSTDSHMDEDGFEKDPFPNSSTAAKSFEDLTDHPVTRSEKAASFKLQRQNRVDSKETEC
ssDAF12 agonist = activates DAF-12 receptor from parasite S. stercoralis; HEK293 ssDAF-12/GRIP1 lit1-tk-luc reporter, luminescence; % of 3 µM dafachronic acid response; activation, % at 6.8 µM; actives 1% (n = 370,000); AID 652126;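 active = activation above the mean over all tested compounds plus 3 SD, cut at about 0.9% in these data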;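 note: 0% = DMSO-only wells and 100% = 3 µM delta7-dafachronic acid wells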
ADAM10 inh = inhibitors of human ADAM10 | actives 0.62% (n = 370,000) | inhibition, % at 7 µM | O14672 | recombinant ADAM10, EDANS/DABCYL FRET peptide cleavage, 3 h | AID 720582;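 active = inhibition above a per-campaign cutoff equal to the mean of compounds falling between control-based bounds plus 3 SD, cut at about 20% in these data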;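 note: 0% = DMSO wells while the 100% control is not disclosed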
DAX1 inh-2 = DAX1 (NR0B1) inhibition, primary screen | HEK293T StAR-luciferase reporter, SF-1/DAX-1 repression relief | AID 652010 | actives 1.1% (n = 370,000) | inhibition, % at 6.8 µM;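 active = inhibition above the mean over all tested compounds plus 3 SD, cut at about 3.6% in these data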;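 note: 0% = DAX-1 cells with DMSO and 100% = cells lacking DAX-1 with DMSO; higher inhibition means more luminescence from relief of DAX-1 repression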
hcDAF12 agonist = H. contortus DAF-12 activation, primary screen; HEK293 hcDAF-12 lit1-tk-luc reporter, luminescence; 0% DMSO, 100% Δ7-dafachronic acid; activation, % at 6.8 µM; actives 1.4% (n = 370,000); AID 652067;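 active = activation above the mean of all tested compounds plus 3 SD, cut at about 5.5% in these data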;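 note: 100% = response to 3 µM Δ7-dafachronic acid high control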
GAA850 FXN act = activators of GAA850 frataxin (FXN) promoter; HEK293 lucGAA850 FXN promoter luciferase reporter, 24 h; percent of 10 µM SAHA response; activation, % at 6 µM; actives 0.56% (n = 360,000); AID 540364;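 active = activation above the average of all compounds screened plus 3 SD, cutoff fixed separately per campaign, cut at about 7.5% in these data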;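 note: 0% = DMSO wells and 100% = 10 µM SAHA wells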
PLCb3 inh = inhibitors of human phospholipase C beta3 | actives 0.18% (n = 370,000) | Purified PLC-beta3, fluorogenic substrate, fluorescence | Q01970 | inhibition, % at 12.2 µM; in the data active = inhibition above about 11%;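 note: 0% = median of compound wells on plate and 100% = full blocker control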
HGIII-sPLA2 inh = Blocks human group III sPLA2 activity; Q9NZ20; QFRET BODIPY PC-A2 liposome hydrolysis, fluorescence; inhibition, % at 12.2 µM; actives 0.56% (n = 370,000); AID 743126;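 active = inhibition above mean plus 3 SD of compounds lying within the high and low control bounds, cut at about 19% in these data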;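 note: 0% = median of test compound wells and 100% = no enzyme DMSO wells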
An asterisk follows results filed as active.

For CCOC(=O)c1c(NC(=S)Nc2ccccc2)sc(C)c1C the results were hgDAF-12 ag -0.1, DAX1 inh-1 1.8, PLC-gamma1 inh -1, ADAM17 inh 0, ssDAF12 agonist -0.8, ADAM10 inh 1, DAX1 inh-2 0.3, hcDAF12 agonist 1.7, GAA850 FXN act -0.2, PLCb3 inh -3 and HGIII-sPLA2 inh 2.
`Cc1ccc(-c2csc(NC(=O)CSc3nc(C)cs3)n2)cc1` gave hgDAF-12 ag 2.1, DAX1 inh-1 0.3, PLC-gamma1 inh -2, ADAM17 inh 4, ssDAF12 agonist -1.2, ADAM10 inh 6, DAX1 inh-2 0.4, hcDAF12 agonist 0.2, GAA850 FXN act 4.4, PLCb3 inh -3 and HGIII-sPLA2 inh -12.
CCOc1cc(N2CCOCC2)c(OCC)cc1NC(=O)CN1CCCC1 was read as hgDAF-12 ag 0.2, DAX1 inh-1 -0.1, PLC-gamma1 inh 0, ADAM17 inh -3, ssDAF12 agonist -0.8, ADAM10 inh -6, DAX1 inh-2 -0.7, hcDAF12 agonist -0.1, GAA850 FXN act 3.5, PLCb3 inh -2 and HGIII-sPLA2 inh 13.
For COC(=O)[C@@]1(Sc2ccc(C)cc2)CC(=O)N[C@@H]1c1ccco1 the results were hgDAF-12 ag 4.5, PLC-gamma1 inh -36, ADAM17 inh -21, ssDAF12 agonist -0.5, ADAM10 inh -58, DAX1 inh-2 -0.1, hcDAF12 agonist 3.1, PLCb3 inh -59 and HGIII-sPLA2 inh 1.
Screening CCOc1cc2c(cc1O)CCC1C2CCC2(C)C(O)CCC12 (centres undefined) returned hgDAF-12 ag -4.4, DAX1 inh-1 2.4, PLC-gamma1 inh 1, ADAM17 inh 1, ssDAF12 agonist -0.5, ADAM10 inh 3, DAX1 inh-2 0.1, hcDAF12 agonist -0.3, GAA850 FXN act -1.0, PLCb3 inh -3 and HGIII-sPLA2 inh -10.
`CCC(Cc1ccccc1)NC(=O)CCc1ccccc1` (centres undefined) gave hgDAF-12 ag 0.5, DAX1 inh-1 0.6, PLC-gamma1 inh -2, ADAM17 inh -4, ssDAF12 agonist -1.2, ADAM10 inh 4, DAX1 inh-2 -0.2, hcDAF12 agonist -1.2, GAA850 FXN act 0.7, PLCb3 inh -2 and HGIII-sPLA2 inh 4.
Screening COc1ccc(C(=O)N/C(=C\c2ccc3c(c2)OCO3)C(=O)Nc2ccc(C(=O)O)cc2)cc1 returned hgDAF-12 ag 0.9, DAX1 inh-1 -1.0, PLC-gamma1 inh -5, ADAM17 inh -3, ssDAF12 agonist -0.9, ADAM10 inh -10, DAX1 inh-2 0.4, hcDAF12 agonist -0.5, GAA850 FXN act 1.0, PLCb3 inh -9 and HGIII-sPLA2 inh -2.
For Cc1c(CCO)c(=O)[nH]n1S(=O)(=O)c1ccccc1 the results were hgDAF-12 ag -0.8, DAX1 inh-1 1.5, PLC-gamma1 inh 1, ADAM17 inh 0, ssDAF12 agonist -1.5, ADAM10 inh 0, DAX1 inh-2 0.3, hcDAF12 agonist 0.2, GAA850 FXN act 1.8, PLCb3 inh 1 and HGIII-sPLA2 inh 0.
Screening CCc1ccc(C2CC(c3ccccc3Cl)Nc3nc(N)nn32)cc1 (centres undefined) returned hgDAF-12 ag -2.2, DAX1 inh-1 0.6, PLC-gamma1 inh -31, ADAM17 inh -9, ssDAF12 agonist -1.0, ADAM10 inh -50, DAX1 inh-2 0.0, hcDAF12 agonist 3.6, GAA850 FXN act 2.5, PLCb3 inh -44 and HGIII-sPLA2 inh 17.
`N#C/C(=C\c1ccc(-c2ccc([N+](=O)[O-])cc2)o1)C(=O)Nc1nc(-c2cccs2)cs1` gave hgDAF-12 ag 2.8, DAX1 inh-1 -1.5, PLC-gamma1 inh -10, ADAM17 inh -7, ssDAF12 agonist -0.5, ADAM10 inh -3, DAX1 inh-2 -0.1, hcDAF12 agonist 0.8, GAA850 FXN act 2.3, PLCb3 inh -13 and HGIII-sPLA2 inh -3.
For COc1cccc(Nc2nc(-c3sc(NC(=O)CC(C)C)nc3C)cs2)c1 the results were hgDAF-12 ag 0.0, DAX1 inh-1 0.1, PLC-gamma1 inh -16, ADAM17 inh -4, ssDAF12 agonist -1.2, ADAM10 inh -6, DAX1 inh-2 -0.9, hcDAF12 agonist 0.3, GAA850 FXN act -0.5, PLCb3 inh -22 and HGIII-sPLA2 inh 6.
For Cc1ccc(SCc2cc(=O)[nH]c(N3CCN(Cc4ccccc4)CC3)n2)cc1 the results were hgDAF-12 ag -1.9, DAX1 inh-1 0.3, PLC-gamma1 inh 0, ADAM17 inh -6, ssDAF12 agonist -0.9, ADAM10 inh -3, DAX1 inh-2 -0.6, hcDAF12 agonist -1.1, GAA850 FXN act -1.5, PLCb3 inh 0 and HGIII-sPLA2 inh 3.
CCC1(CC)NC(=O)N(CC(=O)OCC(=O)c2ccccc2OC)C1=O was read as hgDAF-12 ag -1.9, DAX1 inh-1 2.0, PLC-gamma1 inh -6, ADAM17 inh -1, ssDAF12 agonist -1.1, ADAM10 inh -5, DAX1 inh-2 -0.8, hcDAF12 agonist -1.2, GAA850 FXN act -0.2, PLCb3 inh -4 and HGIII-sPLA2 inh -2.
`Cc1ccc(Oc2ccc(NC(=O)c3ccco3)cc2)cc1` gave hgDAF-12 ag 3.0, DAX1 inh-1 0.5, PLC-gamma1 inh -3, ADAM17 inh 0, ssDAF12 agonist -0.8, ADAM10 inh 0, DAX1 inh-2 -0.8, hcDAF12 agonist -0.6, GAA850 FXN act 2.6, PLCb3 inh -4 and HGIII-sPLA2 inh -1.
For CC(C)C[C@H](NC(=O)c1nc[nH]c1C(=O)N[C@@H](CC(C)C)C(=O)OCc1ccccc1)C(=O)OCc1ccccc1 the results were hgDAF-12 ag 0.4, DAX1 inh-1 0.5, PLC-gamma1 inh 2, ADAM17 inh 2, ssDAF12 agonist -1.6, ADAM10 inh 8, DAX1 inh-2 -0.4, hcDAF12 agonist -0.3, GAA850 FXN act 1.1, PLCb3 inh 4 and HGIII-sPLA2 inh -11.
CCCc1nnc(NC(=O)CCC(=O)NC2CC2)s1 was read as hgDAF-12 ag -3.0, DAX1 inh-1 -0.5, PLC-gamma1 inh -1, ADAM17 inh -1, ssDAF12 agonist -0.7, ADAM10 inh -5, DAX1 inh-2 0.1, hcDAF12 agonist -0.7, GAA850 FXN act 1.0, PLCb3 inh -6 and HGIII-sPLA2 inh 6.
O=C(O)c1ccccc1-c1ccccc1C(=O)NCCCO was read as hgDAF-12 ag 0.2, DAX1 inh-1 1.1, PLC-gamma1 inh -5, ADAM17 inh -1, ssDAF12 agonist -0.8, ADAM10 inh 8, DAX1 inh-2 -0.5, hcDAF12 agonist -0.9, GAA850 FXN act 1.5, PLCb3 inh 2 and HGIII-sPLA2 inh 2.
`O=C(CCC(=O)c1cccs1)NNC(=O)c1cc(Cl)ccc1Cl` gave hgDAF-12 ag 2.1, DAX1 inh-1 1.7, PLC-gamma1 inh -2, ADAM17 inh -5, ssDAF12 agonist 0.2, ADAM10 inh -9, DAX1 inh-2 0.3, hcDAF12 agonist 1.2, GAA850 FXN act -0.2, PLCb3 inh 1 and HGIII-sPLA2 inh -2.
Cc1cn(C)c(=O)n(C)c1=O was read as hgDAF-12 ag -1.0, DAX1 inh-1 1.2, PLC-gamma1 inh 1, ADAM17 inh 0, ssDAF12 agonist -1.4, ADAM10 inh -6, DAX1 inh-2 -0.4, hcDAF12 agonist 0.2, GAA850 FXN act -0.6, PLCb3 inh 4 and HGIII-sPLA2 inh 1.
Cn1c(-c2ccco2)n[nH]c1=S was read as hgDAF-12 ag -1.6, DAX1 inh-1 2.6, PLC-gamma1 inh 0, ADAM17 inh -2, ssDAF12 agonist -0.3, ADAM10 inh -10, DAX1 inh-2 0.4, hcDAF12 agonist -0.4, GAA850 FXN act 2.0, PLCb3 inh -6 and HGIII-sPLA2 inh 4.
Screening CC(C)(O)C#Cc1cccc(-c2nc(C(=O)NCCCN3CCOCC3)cc3c2[C@H](CCO)N(S(=O)C(C)(C)C)C3)c1 (some centres undefined) returned hgDAF-12 ag 0.5, PLC-gamma1 inh -10, ADAM17 inh -6, ssDAF12 agonist -1.5, ADAM10 inh -13, DAX1 inh-2 -0.6, hcDAF12 agonist -0.7, PLCb3 inh -10 and HGIII-sPLA2 inh 0.
For CC(C)C1Nc2c(O)cc(Cl)c([N+](=O)[O-])c2C2C=CCC21 (centres undefined) the results were hgDAF-12 ag -3.3, DAX1 inh-1 -1.0, PLC-gamma1 inh 4, ADAM17 inh 15*, ssDAF12 agonist -2.0, ADAM10 inh 19, DAX1 inh-2 -1.0, hcDAF12 agonist 2.7, GAA850 FXN act -1.1, PLCb3 inh 5 and HGIII-sPLA2 inh 19*.
`CCCC(C(=O)Nc1ccc(C)c(S(=O)(=O)N2CCOCC2)c1)c1ccccc1` (centres undefined) gave hgDAF-12 ag 1.8, DAX1 inh-1 -0.3, PLC-gamma1 inh 0, ADAM17 inh -1, ssDAF12 agonist -1.1, ADAM10 inh 10, DAX1 inh-2 -1.2, hcDAF12 agonist -0.8, GAA850 FXN act -1.8, PLCb3 inh -3 and HGIII-sPLA2 inh -18.
For CC(C)C[C@H](NC(=O)N1CC(=O)Nc2ccccc21)C(=O)N1CCC(C(=O)O)CC1 the results were hgDAF-12 ag 0.6, DAX1 inh-1 0.5, PLC-gamma1 inh 0, ADAM17 inh -4, ssDAF12 agonist -0.9, ADAM10 inh 3, DAX1 inh-2 -0.1, hcDAF12 agonist 1.7, GAA850 FXN act 1.5, PLCb3 inh -5 and HGIII-sPLA2 inh 9.
Cc1ccc(Cl)cc1NS(=O)(=O)c1cn(C)nc1C was read as hgDAF-12 ag 0.5, DAX1 inh-1 1.8, PLC-gamma1 inh -1, ADAM17 inh 0, ssDAF12 agonist -1.1, ADAM10 inh -8, DAX1 inh-2 -1.0, hcDAF12 agonist -0.1, GAA850 FXN act 1.2, PLCb3 inh -5 and HGIII-sPLA2 inh 2.
CCOc1ccc(N2C(=O)CC(/C=C3/N(C)c4ccccc4C3(C)C)C2=O)cc1 (centres undefined) was read as hgDAF-12 ag -2.7, DAX1 inh-1 -0.8, PLC-gamma1 inh -6, ADAM17 inh 0, ssDAF12 agonist -0.8, ADAM10 inh 0, DAX1 inh-2 -0.2, hcDAF12 agonist 2.0, GAA850 FXN act -1.0, PLCb3 inh -5 and HGIII-sPLA2 inh -10.
COc1ccc(CCC(=O)NNC(=O)Nc2ccc(C(C)=O)cc2)cc1 was read as hgDAF-12 ag 7.9, DAX1 inh-1 -0.6, PLC-gamma1 inh 5, ADAM17 inh -2, ssDAF12 agonist -0.6, ADAM10 inh 4, DAX1 inh-2 -0.3, hcDAF12 agonist 1.7, GAA850 FXN act -0.1, PLCb3 inh -1 and HGIII-sPLA2 inh 2.
